Growth percent in the NCI-60 one-dose screen (48 h, 10 µM unless noted): 100 = growth as untreated, 0 = no growth, -100 = all killed.
MDA-MB-468: MDA-MB-468 breast cancer; actives 8.5% (n = 78,000)
K-562: K-562 leukemia; actives 7.4% (n = 78,000); AID 1794777
MCF7: MCF7 breast cancer; actives 6.3% (n = 82,000); AID 1794796
MOLT-4: MOLT-4 leukemia cells. actives 6.9% (n = 80,000)
SR: SR leukemia cells | actives 8.7% (n = 73,000)
BT-549: BT-549 breast cancer; actives 4.4% (n = 78,000)
MDA-MB-435: MDA-MB-435 melanoma; actives 7.8% (n = 82,000)
MDA-MB-231: MDA-MB-231 breast cancer. actives 5% (n = 81,000). AID 1794789
Starred values were filed as active, the others as inactive; / = no result given; & = joins results of further samples; [ ] = another dose, or the depositor's remark. The calls were made as follows: active = growth percent below 10; inactive = the rest.

A first look (3 entries):
SMILES	MDA-MB-468	K-562	MCF7	MOLT-4	SR	BT-549	MDA-MB-435	MDA-MB-231
CC(=O)c1ccc2ncccc2c1	105	104	83	105	103	/	105	113
CC(=O)c1sc(N2N=C(C)CC2c2ccc(N(C)C)cc2)nc1C (centres undefined)	79	94	67	103	69	122	90	97
N#CC(C#N)=Cc1nc(C2CCN(S(=O)(=O)c3cccc4ccccc34)CC2)n2ccccc12	90	96	96	83	/	107	111	105

Main list, from the start:
SMILES	MDA-MB-468	K-562	MCF7	MOLT-4	SR	BT-549	MDA-MB-435	MDA-MB-231
CC(=O)c1ccc2ncccc2c1	105	104	83	105	103	/	105	113
CC(=O)c1sc(N2N=C(C)CC2c2ccc(N(C)C)cc2)nc1C (centres undefined)	79	94	67	103	69	122	90	97
N#CC(C#N)=Cc1nc(C2CCN(S(=O)(=O)c3cccc4ccccc34)CC2)n2ccccc12	90	96	96	83	/	107	111	105
CCOC(=O)CSc1nc2sc(C(N)=O)c(C)c2c(=O)n1Cc1ccccc1	95	100	91	96	99	102	102	109
COc1ccc2c(c1)/C(=C1/S/C(=N/c3nnc(-c4ccc(O)cc4)s3)NC1=O)C(=O)N2Cc1ccc(Cl)cc1	96	95	90	97	90	105	105	105
Cc1ccn2ncnc2c1	101	111	106	105	104	114	100	113
COc1ccccc1-c1ccc(-n2ccnc2)nn1	101	99	100	95	94	79	116	/
CCC1S/C(=N\N=C(/C)c2ccc[nH]2)N(c2ccccc2)C1=O (centres undefined)	/	73	117	-50*	33	126	104	100
CC12CC[C@@H]3[C@]4(C)COC(c5cn(-c6ccccc6)nc5-c5cccc([N+](=O)[O-])c5)O[C@@H]4CC[C@@]3(C)[C@@H]1CC(C1=CCOC1=O)O2 (some centres undefined)	79	88	77	81	72	104	99	/
Cn1c(=O)cc(O)c2ccccc21	116	101	99	94	102	/	108	103
O=C(/C=C/Nc1ccc(Cl)cc1)c1ccc2c(c1)Nc1ccccc1S2	43	49	40	66	58	25	55	27
CC(C)NC(=O)OCc1c(COC(=O)NC(C)C)c(-c2cccc(Cl)c2)n2c1CCC2	68	73	75	23	37	83	92	86
CCCCCCCOc1ccc(C(=O)Nc2ccc(C)cc2C(=O)O)cc1	78	58	89	71	82	115	99	100
O=c1c2c(Nc3ccccc3)[nH]nc2[nH]c(=S)n1-c1ccccc1	105	106	105	102	100	124	111	109
Cc1ccc(OC(=O)CCC(=O)Oc2ccc(C)cc2C)c(C)c1	119	97	106	80	94	102	98	96
COc1cc(-c2csc(NC(=O)Nc3cc(C(F)(F)F)cc(C(F)(F)F)c3)n2)cc(OC)c1OC	4.8*	18	3.0*	17	16	1.0*	13	14
N#C/C(=C\c1ccccn1)c1cc2ccccc2[nH]1	60	84	20	102	93	86	89	69
C=C/C(C)=C/C[C@]1(C)[C@H](C)[C@@H](OC(=O)CCC)[C@H](O)[C@@]23C(=C[C@H](OC)C[C@@H]12)[C@@H](OC(=O)CCC)O[C@H]3OC(C)=O	-69*	10	9.3*	-13*	-20*	-48*	-70*	-63*
CC(=O)N[C@H](C(=O)N[C@H](Cc1ccccc1)C(=O)N[C@H](CS)C(=O)N[C@H](CCCNC(=N)N)C(=O)N[C@H](CCCNC(=N)N)C(=O)N[C@H](CCCNC(=N)N)C(=O)N[C@H](CCCNC(=N)N)C(=O)N[C@H](CCCNC(=N)N)C(=O)N[C@H](CCCNC(=N)N)C(=O)N[C@H](CCCNC(=N)N)C(=O)N[C@H](CCCNC(=N)N)C(N)=O)[C@@H](C)O	91	106	95	99	98	95	99	113
CCN1/C(=C/C(C)=C/c2sc3ccc4ccccc4c3[n+]2CC)Sc2ccc3ccccc3c21	-87*	-24*	-84*	-44*	/	-93*	-97*	-82*

Laid out differently: 2 of the compounds above.
> O=c1c2c(Nc3ccccc3)[nH]nc2[nH]c(=S)n1-c1ccccc1
  MDA-MB-468: 105
  K-562: 106
  MCF7: 105
  MOLT-4: 102
  SR: 100
  BT-549: 124
  MDA-MB-435: 111
  MDA-MB-231: 109

> CCCCCCCOc1ccc(C(=O)Nc2ccc(C)cc2C(=O)O)cc1
  MDA-MB-468: 78
  K-562: 58
  MCF7: 89
  MOLT-4: 71
  SR: 82
  BT-549: 115
  MDA-MB-435: 99
  MDA-MB-231: 100

Further entries
SMILES	MDA-MB-468	K-562	MCF7	MOLT-4	SR	BT-549	MDA-MB-435	MDA-MB-231
O=C(O)c1ccc(Cl)c(Cl)c1	87&114	111&113	97&97	119&109	108	99&117	103&107	104&104
CC(C)(C)c1nn(-c2ccccc2)c2nc3c(nc12)c(=O)oc1ccccc13	113	93	87	103	69	84	98	131
CCCCCCOC(=O)N1CCCCC1	88	115	97	102	98	105	113	102
COC(OC)C1(CCc2ccccc2)NC(=O)NC1=O (centres undefined)	99	/	96	/	/	107	113	/
CN1CCCc2cc(/C=C3\SC(=S)N(CCC(=O)O)C3=O)ccc21	105	103	95	101	103	112	105	93
COc1c2c(c(OC)c3occc13)OC(C)=C1Sc3[nH]c(=S)[nH]c(=S)c3C12 (centres undefined)	109	103	/	102	91	103	115	80
COc1ccc(/C=C2\C=C(c3ccc(Cl)c(Cl)c3)NC2=O)cc1	116	95	97	87	96	92	103	87
CC(=O)c1cc(C(=O)c2ccccc2)n2cc(C)cc(C)c12	88	96	97	94	86	96	100	94
Cc1ccc2ccccc2[n+]1C	121	118	105	133	/	117	111	106
Cc1ccc(-c2[nH]c(=S)[nH]c(=O)c2C#N)o1	111	95	100	/	96	100	105	114
COc1ccc(/C=N/N=C(N)N)cc1	92	90	92	96	87	102	68	103
CNC(=S)NS(=O)(=O)c1ccc(NNc2c3ccccc3nc3ccccc23)cc1	91	101	89	80	92	82	108	86
O=[N+]([O-])c1ccc(SN2CCCCC2)c([N+](=O)[O-])c1	101	93	95	92	98	90	100	107
CS(=O)(=O)OCC1OC(n2ccc(NC(=O)c3ccccc3)nc2=O)CC1OS(C)(=O)=O (centres undefined)	98	110	95	112	110	106	100	112
Nc1nc(N)c(N=Nc2ccc(S(=O)(=O)Nc3nccs3)cc2)c(=O)[nH]1	102	120	103	127	/	114	116	91
Nc1cc(-c2c[nH]c3ccc(Cl)cc23)nc2cc(-c3c[nH]c4ccc(Cl)cc34)nn12	68	4.9*	14	33	10	87	58	49
O=C([C@@H](COCc1ccccc1)N1C(=O)[C@@H](N2C(=O)OC[C@@H]2c2ccccc2)[C@H]1/C=C/c1ccccc1)N1CCC(CCN2CCCCC2)CC1	65	56	75	63	31	90	98	73
CCOc1ccc2cc(-c3nn(CC(C)(C)CO)c(N)c3C(N)=O)ccc2n1	92&94	92&102	80&92	59&97	82&103	88&114	98&112	87&95
COc1ccc(OC)c2c1[nH]c(=O)c1c3ccccc3cn21	-23*	11	-78*	-16*	-6.1*	-12*	-98*	-89*
BrCc1ccc(C[P+](c2ccccc2)(c2ccccc2)c2ccccc2)cc1	55	/	95	97	66	103	84	82
COc1cccc(/C(=C/c2ccc([N+](=O)[O-])cc2)C(=O)O)c1	/	105	102	99	100	108	107	113
OCC1OC(n2cnc3c(=S)nc[nH]c32)C(O)C1O (centres undefined)	-6.4*	42&124	21&108	36&120	38&112	66&105	35&106	62&99
Cc1nn(C(=O)c2ccccc2)c2c1nnc1ncccc12	86	119	93	112	115	102	100	103
CC1=C2[C@@H](CC1)[C@]1(C)O[C@@](C(C)C)(C[C@H]1OC(=O)CO)[C@H]2OC(=O)CCCc1ccccc1	88	54	82	24	76	53	79	88
Cc1ccc2c(c1)C(c1c[nH]c3ccccc13)(c1c[nH]c3ccccc13)CCO2	59	60	76	44	66	63	84	53
C#CCOCC(O)CCl (centres undefined)	108	107	97	91	88	104	118	105
CN(C)CCCC1(c2ccc(F)cc2)OCc2cc(-c3ccncc3)ccc21 (centres undefined)	95	92	98	92	97	98	100	97
COc1cc(-c2nn(C(=O)NCCN3CCN(C)CC3)cc2-c2ccncc2)ccc1Cl	61	84	76	77	78	88	80	71
Cc1cc(N2CCN(CC(=O)Nc3ccc4c(ccn4C)c3)CC2)nc(N2CCCCC2)n1	92	83	85	93	104	92	110	98
N#Cc1c(Cl)nc(SCC2CO2)nc1-c1ccccc1 (centres undefined)	/	128	84	113	90	81	110	118
CCOc1ccc2nc(NC(=O)CSC(=S)N3CCN(Cc4ccccc4)CC3)sc2c1	110	127	100	123	124	104	99	101
O=C(Nc1ncc(Cc2ccc(Br)cc2)s1)C1=NCCCN1	106	98	94	100	108	103	102	101
Cc1c(C)c([N+](=O)[O-])c(C)c([N+](=O)[O-])c1C	98	/	97	/	/	96	115	101
COc1ccc(C2=Nn3c(N=Nc4c(O)n(C)c5ccc(Br)cc45)nnc3SC2)cc1	96	67	71	82	57	76	48	96
COc1cccc2c1O/C(=C\c1c([N+](=O)[O-])ncn1C)C2=O	101	90	88	85	63	98	92	119
COc1ccc(Cn2c(Br)c3c(c2-c2ccccc2)CCc2sc(NC(=O)c4ccc(OC)cc4)nc2-3)cc1	98	79	124	77	73	97	104	103
O=c1/c(=C/C=C/c2ccccc2)sc2nc3ccccc3n12	102	102	77	105	99	108	95	102
C1CN(SSN2CCOCC2)CCO1	-66*[100 µM]	15[100 µM]	22[100 µM]	50[100 µM]	13[100 µM]	-90*[100 µM]	0.3*[100 µM]	-79*[100 µM]
COc1ccccc1CNC(=O)CCn1c(=O)[nH]c2ccsc2c1=O	101	101	98	101	97	109	106	109
COc1cccc([N+](=O)[O-])c1	63	122	95	109	108	100	100	102
Cc1ccc(-c2cc(NS(=O)(=O)/C=C/c3ccccc3)n[nH]2)cc1	/	80	85	79	84	81	120	110
CCCC(=O)c1ccco1	106	90	105	91	104	95	108	93
COc1c(O)c(O)cc2c3c(oc12)CC(c1ccc(Cl)cc1)CC3=O (centres undefined)	78	20	34	34	38	48	37	70
O=C(Nc1ccccc1Cl)OCC#CCOC(=O)Nc1ccccc1Cl	99	109	109	114	/	105	101	106
CC(C)C[C@@H](CO)N(Cc1ccccc1)S(=O)(=O)N(Cc1ccccc1)[C@@H](CO)CC(C)C	96[1 µM]	107[1 µM]	/	107[1 µM]	105[1 µM]	106[1 µM]	103[1 µM]	103[1 µM]
CC(C)(N)COC(=O)c1ccccc1	102	104	97	100	97	108	107	105
CCCc1nc(N)nc(N)n1	110	109	94	108	103	106	93	112
CCCCN(CCCC)CCCNC(=O)OCC	101	95	102	84	90	100	102	118
N#C/C(=C\c1ccccc1Br)C(=O)c1ccccc1	108	110	83	101	89	94	98	105
COc1ccc(/C=N/NC(=O)Cn2nc(Cc3ccc([N+](=O)[O-])cc3)c3onc(C)c3c2=O)cc1	50	63	50	61	74	35	89	70

The list goes on.
SMILES	MDA-MB-468	K-562	MCF7	MOLT-4	SR	BT-549	MDA-MB-435	MDA-MB-231
COc1cc(OC)c(OC)cc1O	100	101	102	102	110	100	105	106
Cc1ccc(S(=O)(=O)NCCC(CC(C)c2cc3ccccc3s2)c2ccccc2)cc1 (centres undefined)	100	58	68	68	61	119	75	88
C(=C\c1ccccc1)/CN1CCN(C(c2ccccc2)c2ccccc2)CC1	90	79	92	90	76	92	/	91
Nc1ccc(N)c(N)c1	82	91	92	103	112	104	102	101
Cc1cc(N)c2cc(N)ccc2n1	90	111	84	116	106	/	109	101
COc1cc(/C=C/C(=O)O)ccc1OC(C)=O	105	122	94	103	99	104	111	89
C[C@@H]1[C@H]2C[C@@H](C[C@H]1NCc1nc3ccccc3n1C1CCCCCC1)C2(C)C	2.1*	24	28	34	15	73	74	78
O=c1oc2ccccc2cc1-c1csc(N/N=C/c2cc3ccccc3nc2Cl)n1	105	108	91	132	129	105	96	79
CCOc1ccc(Nc2cc([N+](=O)[O-])ccc2C(=O)O)cc1	101	100	96	94	95	103	94	121
CC(C)(C)C(=O)OCOP(=O)(OCOC(=O)C(C)(C)C)C1CCCN(OC(=O)c2ccccc2)C1=O (centres undefined)	30	9.4*	1.0*	7.1*	7.1*	7.8*	45	13

Ordered by heavy-atom count (smallest number first): some entries from above.
SMILES	MDA-MB-468	K-562	MCF7	MOLT-4	SR	BT-549	MDA-MB-435	MDA-MB-231
O=C(Nc1ccccc1Cl)OCC#CCOC(=O)Nc1ccccc1Cl	99	109	109	114	/	105	101	106
Nc1cc(-c2c[nH]c3ccc(Cl)cc23)nc2cc(-c3c[nH]c4ccc(Cl)cc34)nn12	68	4.9*	14	33	10	87	58	49
CC12CC[C@@H]3[C@]4(C)COC(c5cn(-c6ccccc6)nc5-c5cccc([N+](=O)[O-])c5)O[C@@H]4CC[C@@]3(C)[C@@H]1CC(C1=CCOC1=O)O2 (some centres undefined)	79	88	77	81	72	104	99	/

New compounds follow
SMILES	MDA-MB-468	K-562	MCF7	MOLT-4	SR	BT-549	MDA-MB-435	MDA-MB-231
O=C(Nc1ccccc1)C1=COCCS1	112	86	91	84	97	94	106	81
O=C(Nc1ccc(-c2ccccc2)cc1)C(F)(F)F	106	86	105	86	87	94	100	108
O=C(Nc1ccc(Cl)cc1F)c1cc(Br)ccc1O	0.5*	8.8*	4.0*	0.6*	/	/	0.3*	-26*
CCOC(=O)c1csc2ncc(-c3ccc(C)cc3)n12	120	86	77	94	94	101	108	92
Nc1ncc2c(n1)-c1cccn1CC2	94	107	104	109	110	105	101	111
CC(=O)N1C(=O)C2(NCC(C)N2)c2ccccc21 (centres undefined)	101	101	97	104	117	103	105	116
Cc1ccc(S(=O)(=O)OCCCCCOS(=O)(=O)c2ccc(C)cc2)cc1	116	107	89	100	76	124	95	109
CCOC(=O)c1cccc(NC2=CC(=O)C(C)=C(C)C2=O)c1	91	95	90	101	117	96	106	102
C/C=C\CSc1ncnc2nc[nH]c12	98	94	96	101	/	/	103	105
O=C(c1nc2ccccc2[nH]1)C1C(c2ccccc2O)C2CC3CCCC[C@H]3N2[C@@]12C(=O)Nc1cc(Cl)ccc12 (some centres undefined)	45	46	36	34	38	95	47	63
CC(=O)c1ccc(Nc2nc(SCC(=O)Nc3nc4ccc(C)cc4s3)nc(-c3ccccc3)c2C#N)cc1	88	74	90	98	61	89	77	71

Screening data as filed in PubChem.
